PV pol inh = poliovirus RNA polymerase inhibition; poliovirus polymerase elongation, fluorescence polarization; hits give low values; % elongation, % (compound at 16.7 µg/mL); P03300; 150,000 tested, 0.66% active; in the data active = % elongation below about 90%; also: some results filed as inactive read as strong as hits
Target sequence (P03300 1749-2209 limits assumed): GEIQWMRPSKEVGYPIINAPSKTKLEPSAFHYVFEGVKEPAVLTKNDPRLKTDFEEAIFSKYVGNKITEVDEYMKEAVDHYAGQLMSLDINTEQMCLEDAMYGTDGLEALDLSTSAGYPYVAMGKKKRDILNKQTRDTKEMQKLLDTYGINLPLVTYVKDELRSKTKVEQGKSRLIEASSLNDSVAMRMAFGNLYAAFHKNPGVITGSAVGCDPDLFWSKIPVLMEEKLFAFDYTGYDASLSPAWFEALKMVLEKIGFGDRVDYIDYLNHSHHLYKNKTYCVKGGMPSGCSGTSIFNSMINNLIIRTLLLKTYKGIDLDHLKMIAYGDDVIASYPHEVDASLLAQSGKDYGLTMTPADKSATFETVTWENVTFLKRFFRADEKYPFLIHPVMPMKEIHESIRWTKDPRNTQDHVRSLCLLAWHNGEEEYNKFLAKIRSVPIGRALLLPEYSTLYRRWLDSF
PV pol inh FP z-score = second read-out of PV pol inh, no call of its own (marks repeat the call); z-score; measured here: FP z-score; hits read low
Starred values were filed as active, the others as inactive. The list is partial; count on the stated rates, not on these rows.

SMILES | PV pol inh | PV pol inh FP z-score
COc1cc(C(CC(=O)Nc2ccc(Br)cn2)N2Cc3ccccc3C2=O)cc(OC)c1OC (stereo not drawn) | 106 | -0.2
CCC(Sc1nc2cc3c(cc2c(=O)n1CCCC(=O)NCc1ccc2c(c1)OCO2)OCO3)C(=O)NCCCOC (stereo not drawn) | 110 | 1
Cc1ccc(C)c(C(=O)CSc2nc3ccccc3o2)c1 | 102 | 0.5
COc1ccc(/C=C/C(=O)N(C)c2ccccc2C(=O)O)cc1 | 101 | 0.1
CC(C)(C)OC(=O)NC1CCN(S(=O)(=O)c2ccc3c(c2)OCCO3)CC1 | 102 | 0.1
Cc1cc(C)c(C(N)=O)c(SCC(=O)N2CCc3ccccc3C2)n1 | 103 | 0.1
O=c1c2ccc(-c3n[nH]c(=S)o3)cc2nc2n1CCCCC2 | 104 | -0.3
CCC(Sc1ncnc2sc3c(c12)CCCC3)C(=O)OC(C)C (stereo not drawn) | 106 | 0.2
O=C(NCCCN1CCN(c2cccc(Cl)c2)CC1)c1cnn(-c2ccc(F)cc2)c1-n1cccc1 | 109 | 0.3
COc1ccc(C2CC(=O)N(CC(=O)Nc3ccc(C(C)=O)cc3)c3ccccc3S2)cc1OC (stereo not drawn) | 109 | 1.3
CN1C(=O)c2cccc3c(S(=O)(=O)Nc4cccc(C(=O)O)c4)ccc1c23 | 102 | -0.5
Cc1noc(C)c1C(=O)OCC(=O)N1CCCCC1C (stereo not drawn) | 94 | -0.5
CCc1ccc(-n2c(=O)oc3ccc(Cl)cc3c2=O)cc1 | 102 | 0.3
Cn1cc(C(=O)N2CCN(c3ccccc3)CC2)c(=O)c2cc(S(=O)(=O)N3CCCC3)ccc21 | 98 | -1.1
O=C1CCc2cc(S(=O)(=O)N3CCCC3C(=O)N3CCN(c4ccc(Cl)cc4)CC3)ccc2N1 (stereo not drawn) | 100 | -0.3
Cc1ccc(-n2c3nc(=O)n(C)c(=O)c-3cc3c(Cl)cccc32)c(C)c1 | 109 | 0.1
CCS(=O)(=O)N1CCN(c2cnn(-c3ccccc3)c(=O)c2Cl)CC1 | 107 | 2.1
COc1ccc(C(=O)Nc2nc3c(s2)CC(C)CC3)c(OC)c1 (stereo not drawn) | 100 | -0.3
CN(C)c1ccc(C2=CC=CC(=C3C=CC(=[N+](C)C)C=C3)O2)cc1 | 99 | -0.4
CCC(C(=O)Nc1cc(F)ccc1F)n1nc(C)c2c(C)n(-c3ccc(C)cc3)nc2c1=O (stereo not drawn) | 106 | -0.4
COc1ccc(NC(=O)c2c(C)oc3ccc(O)c(CN4CCCC(C)C4)c23)cc1 (stereo not drawn) | 109 | 0.7
Cc1cc(C)cc(Oc2c(C(F)(F)F)oc3c(CN4CCCC(C)C4)c(O)ccc3c2=O)c1 (stereo not drawn) | 102 | -0.4
COc1cccc(N2C(=O)c3cccnc3C2O)c1 (stereo not drawn) | 101 | 0.2
CCOc1ccc(S(=O)(=O)N2Cc3ccccc3CC2C(=O)Nc2ccc(NC(C)=O)cc2)cc1 (stereo not drawn) | 104 | -0.2
O=S(=O)(c1ccc2nc(Nc3ccc(Br)cc3F)ccc2c1)N1CCCCC1 | 101 | -1.3

The final two compounds of the part above open the next one.
SMILES | PV pol inh | PV pol inh FP z-score
CCOc1ccc(S(=O)(=O)N2Cc3ccccc3CC2C(=O)Nc2ccc(NC(C)=O)cc2)cc1 (stereo not drawn) | 104 | -0.2
O=S(=O)(c1ccc2nc(Nc3ccc(Br)cc3F)ccc2c1)N1CCCCC1 | 101 | -1.3
O=c1c2sc3ccccc3c2n(Cc2ccccc2Cl)c(=O)n1Cc1ccccc1 | 104 | -0.5
O=C(O)c1nccnc1C(=O)OCCCc1ccncc1 | 101 | 0
CCn1c(=S)[nH]c2ccccc21 | 100 | -0.1
O=C(CSc1ncc(-c2ccc(Cl)cc2)[nH]1)Nc1ccccc1F | 105 | -0.1
Cc1nc(NCc2ccccc2)sc1C(=O)N(C)C | 108 | 0.7
O=C(COc1ccccc1C(=O)O)Nc1ccccc1F | 102 | 0.1
CCOC(=O)c1c(C)oc2nc(C)nc(NCCc3ccc(OCC)cc3)c12 | 106 | -0.1
CCOc1ccc(-c2c(C#N)c(N)nc3sc(C(=O)OC)c(N)c23)cc1 | 101 | -0.1
O=C(CN1CCN(Cc2ccc(F)cc2Cl)C1=O)NCc1ccc(Cl)cc1 | 102 | 0
CSc1cccc(NC(=O)C2COc3ccccc3O2)c1 (stereo not drawn) | 103 | 0.9
Cn1cccc1/C=C/C(=O)OCC(=O)NC1(C#N)CCCCC1 | 98 | -0.6
CC(C(=O)C12CC3CC(CC(C3)C1)C2)N1CCCC1 (stereo not drawn) | 106 | 1.2
CCN(CC)CCNCc1ccc(-c2ccccc2)o1 | 102 | 0
COC(=O)c1ccc(CC2(Cc3ccc(C(=O)OC)o3)C(=O)N(C)C(=O)N(C)C2=O)o1 | 101 | -0.3
CCOc1ccc(C(=O)C(C)Sc2nc(C)cc(=O)[nH]2)cc1 (stereo not drawn) | 104 | 0.3
CCN1C[C@]2(COC)CC[C@H](OC)C34C5CC6[C@H](O)C5[C@](O)(C[C@@H]6OC)C(CC32)C14 (stereo partly drawn) | 100 | 0
CCNC1CC(N)C(OC2OC(CN)=CCC2N)C(O)C1OC1OCC(C)(O)C(NC)C1O (stereo not drawn) | 99 | -0.5
COC(=O)C1CCN(C(=O)c2ccc(NC(C)=O)cc2)CC1 | 101 | -0.1
CC(C)(C)C(=O)O/N=C/c1ccc2c(c1)OCO2 | 100 | -0.1
Clc1nsnc1N1CCOCC1 | 100 | 0
NC1CCN(C(=O)NC2CCCCC2)CC1 | 101 | -0.2
Cc1ccc(NC(=O)NNc2ccc(S(=O)(=O)N3CCCCC3)cn2)cc1 | 101 | 0.4
CN(C)C(=O)CN1CCC(N2CCCCC2)CC1 | 102 | 0.1
CCCN(Cc1nnc(-c2ccco2)o1)C(=O)c1ccccc1SCC(=O)Nc1ccc(F)cc1 | 103 | 0.1
CC(=O)Nc1ccc(C2Nc3ccccc3-c3nc4ccccc4n32)cc1 (stereo not drawn) | 99 | -0.5

Sorted by SMILES length (ascending): some entries from above
SMILES | PV pol inh | PV pol inh FP z-score
Clc1nsnc1N1CCOCC1 | 100 | 0
CCn1c(=S)[nH]c2ccccc21 | 100 | -0.1
NC1CCN(C(=O)NC2CCCCC2)CC1 | 101 | -0.2
CN(C)C(=O)CN1CCC(N2CCCCC2)CC1 | 102 | 0.1
O=C(COc1ccccc1C(=O)O)Nc1ccccc1F | 102 | 0.1
CSc1cccc(NC(=O)C2COc3ccccc3O2)c1 (stereo not drawn) | 103 | 0.9
CC(C)(C)C(=O)O/N=C/c1ccc2c(c1)OCO2 | 100 | -0.1
CC(C(=O)C12CC3CC(CC(C3)C1)C2)N1CCCC1 (stereo not drawn) | 106 | 1.2
Cn1cccc1/C=C/C(=O)OCC(=O)NC1(C#N)CCCCC1 | 98 | -0.6
CCOc1ccc(C(=O)C(C)Sc2nc(C)cc(=O)[nH]2)cc1 (stereo not drawn) | 104 | 0.3
CC(=O)Nc1ccc(C2Nc3ccccc3-c3nc4ccccc4n32)cc1 (stereo not drawn) | 99 | -0.5
CCOC(=O)c1c(C)oc2nc(C)nc(NCCc3ccc(OCC)cc3)c12 | 106 | -0.1
Cc1ccc(NC(=O)NNc2ccc(S(=O)(=O)N3CCCCC3)cn2)cc1 | 101 | 0.4
CCOc1ccc(-c2c(C#N)c(N)nc3sc(C(=O)OC)c(N)c23)cc1 | 101 | -0.1
CCNC1CC(N)C(OC2OC(CN)=CCC2N)C(O)C1OC1OCC(C)(O)C(NC)C1O (stereo not drawn) | 99 | -0.5
CCCN(Cc1nnc(-c2ccco2)o1)C(=O)c1ccccc1SCC(=O)Nc1ccc(F)cc1 | 103 | 0.1

The list continues:
SMILES | PV pol inh | PV pol inh FP z-score
COc1ccc(-c2nc3ccc(C(=O)NCc4ccc(C)cc4)cc3nc2-c2ccc(OC)cc2)cc1 | 110 | 0.3
O=C(NCc1cn2ccccc2n1)c1ccco1 | 102 | -0.4
CC1CCN(S(=O)(=O)c2ccc3c(ccn3CC(=O)NCc3ccc(N(C)C)cc3)c2)CC1 | 113 | 1.1
CCOc1ccc(CCNC(=O)CCc2cn(Cc3ccccc3F)c3ccccc23)cc1OCC | 109 | 0.5
CN(C)c1ccc(C(=O)Nc2ccc(CN3CCS(=O)(=O)CC3)cc2)cc1 | 102 | 0.2
O=C(Nc1nnc2n1CCS2)c1cc(C(F)(F)F)cc(C(F)(F)F)c1 | 113 | 1.2
Cc1ccc(Nc2nc3ccccc3o2)cc1F | 103 | 0.2
COc1ccccc1N1CCN(C(=O)c2sc3nc(-c4ccc(F)cc4)cn3c2C)CC1 | 102 | 0.6
O=C(NCCC1=CCCCC1)c1ccc2c(c1)N(Cc1ccccc1F)C(=O)c1ccccc1S2=O (stereo not drawn) | 109 | 0.5
CC1C(=O)NN=C1C(=O)N/N=C/c1ccc(OC(=O)c2ccco2)cc1 (stereo not drawn) | 99 | -0.1
CCOC(=O)c1ccoc1CN1CCN(C/C=C/c2ccccc2)CC1 | 104 | 0.2
CCCn1c(NC(=O)c2ccccc2)nc2ccccc21 | 110 | 0.8
Cc1ccc(-n2nc(C(=O)N3CCCCC3C)c(=O)n(C)c2=O)cc1 (stereo not drawn) | 106 | -0.2
CC(=O)N(C)c1ccc(N=Cc2ccc[nH]2)cc1 | 99 | 0
O=C(Nc1ccccc1OCc1cc(=O)n2ccccc2n1)Nc1ccccc1C(F)(F)F | 110 | 1
COc1cc(C(=O)Nc2ccc(OCc3cc(=O)n4ccc(C)cc4n3)cc2)cc(OC)c1OC | 115 | 2.1
COCCCNC(=O)c1cc(-c2ccc(OC)cc2)nc2n[nH]c(-c3ccc(Cl)cc3)c12 | 105 | -0.1
CCn1c(C)c(C)c2cc(C(=O)NCc3ccc(N(C)C)cc3)ccc21 | 105 | -0.4
Cc1nn(-c2ccccc2)c(C)c1N=Cc1c(O)ccc2ccccc12 | 118 | 1.5
NC(=O)C1CCCN(C(=S)NC2CCCCC2)C1 (stereo not drawn) | 97 | -0.6
CC(Sc1nc2cc(Cl)ccc2n1Cc1ccccc1)C(=O)NC(N)=O (stereo not drawn) | 104 | 0.1
Cc1nn(-c2ccccc2)c2c1N(CCCC(=O)NCc1ccc(Cl)cc1)C(=O)CS2 | 108 | 0.4
CCc1cc(N2CCN(C(C)=O)CC2)n2c(nc3ccccc32)c1C#N | 121 | 2.1
CN(C)C(CNC(=S)Nc1ccccc1Cl)c1ccco1 (stereo not drawn) | 105 | 0.4
CCc1ccccc1N(C)C(=O)c1cc2c(Cl)nc3ccc(C)cc3c2s1 | 106 | 0.2

Other structures follow:
SMILES | PV pol inh | PV pol inh FP z-score
Cc1ccccc1CNC(=O)CN(c1cccc(C)c1C)S(C)(=O)=O | 99 | -1.1
CCOC(=O)C1CCN(c2cc(Nc3ccccc3C(=O)O)c3c4c(onc24)-c2ccccc2C3=O)CC1 | 71 | -5.8
O=C1CC(c2ccccc2)Oc2ccc(Cl)cc21 (stereo not drawn) | 101 | -0.5
CCOc1ccccc1NC(=O)Cn1c(=O)oc2ccccc21 | 105 | 0.2
Cc1ccc(C(C)C)c(OCC(=O)Nc2cc(-c3nc4ccccc4[nH]3)ccc2C)c1 | 105 | 0.3
CCOc1ccc(CCNC(=O)c2cnc3sc(N4CCCC4)nn3c2=O)cc1 | 5.0* | -8.3*
Cc1cccc(N2CCN(C(=O)C3CCN(S(=O)(=O)c4c(C)noc4/C=C/c4ccccc4F)CC3)CC2C)c1 (stereo not drawn) | 111 | 1
O=C(Nc1ccc(NC(=O)C2CC23CCC3)cc1)C1CC12CCC2 (stereo not drawn) | 103 | 0.3
Cc1ccc(CNC(=O)c2cnc3ccccn3c2=O)cc1 | 101 | 0.4
Cc1nc(SCCNCCO)c2c3c(sc2n1)CCC3 | 103 | 0.2
Cc1nn(-c2ccccc2)c(N)c1Sc1c(F)c(F)c(F)c(F)c1F | 105 | 0.7
Cc1nc2c3ccccc3n(Cc3ccccc3)c2s1 | 99 | -0.2
Cc1ccc2c(CC(=O)N(Cc3ccc(N(C)C)cc3)Cc3ccco3)coc2c1C | 117 | 0.2
CCOc1cc(CNC(=O)c2ccc3c(c2)N(C)C(=O)C2CCCCN32)cc(OCC)c1OCC (stereo not drawn) | 104 | -0.6
CC1(C)CC2CC(C)(CN2C(=O)c2ccccc2)C1 (stereo not drawn) | 105 | 0.2
O=C1c2ccccc2C(=O)c2c1oc1c3c(ccc21)OCN(CCCn1ccnc1)C3 | 84* | -2.6*
CCCN(CCC)C(=O)c1c(NC(=O)c2ccco2)sc2c1CCC(C)C2 (stereo not drawn) | 105 | 0.4
CC(=O)c1ccc(NC(=O)CC(c2cccs2)N2Cc3ccccc3C2=O)cc1 (stereo not drawn) | 108 | 0.2
CCc1nnc(NC(=O)c2ccc3c(c2)[nH]c(=O)c(=O)n3CC)s1 | 100 | -0.3
CN(N)P(=O)(c1ccccc1)c1ccccc1 | 105 | 0.1
Clc1ccccc1N1CCN(C2=Cc3ccccc3CC2)CC1 | 104 | -0.1
CN(CC(=O)N1CCC(Cc2ccccc2)CC1)S(=O)(=O)c1cccs1 | 111 | 1
CCCNCc1cccn1-c1nnc(N2CCCC2)s1 | 102 | 0.7
Cn1cccc1C=C1C(=O)c2ccccc2C1=O | 102 | 0.1
Cc1ccccc1NC(=O)c1ccc2[nH]c(C)c(C)c2c1 | 109 | 0.5
COc1ccc(F)cc1S(=O)(=O)Nc1ccc2c(c1)oc1ccc(S(=O)(=O)N3CCCC3)cc12 | 102 | 1.2
CN(CCOc1ccccc1)CC(=O)Nc1ccc(Br)cc1F | 100 | -0.3
CC(=O)OC1CC(C(=O)O)N(S(=O)(=O)c2ccc(F)cc2)C1 (stereo not drawn) | 98 | -0.7
CCCN(CCC)C(=O)Cn1c(=O)n(CCCCCC(=O)NCc2ccc3c(c2)OCO3)c(=O)c2sccc21 | 105 | -0.1
COc1ccc(C(=O)NNc2ncnc3c2cnn3-c2cccc(Cl)c2)cc1OC | 108 | 0.2
